# aSyn 5UTR inh = MLPCN primary screen, SNCA 5' untranslated region; alpha-synuclein 5'UTR reporter, inhibitor activity; inhibition, % (tested at 7.5 µM); 300,000 compounds, 0.82% hits; AID 1813; in the data active = inhibition above about 60%;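 also: H4 neuroglioblastoma cells stably carrying SNCA 5'UTR luciferase fusion; 0% = DMSO wells and 100% = positive control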
# HSP90 refold inh = blocks HSP90-mediated luciferase refolding in reticulocyte lysate; Rabbit reticulocyte lysate, luciferase refolding luminescence, 3 h; inhibition, % at 5.6 µM; 290,000 compounds, 0.91% hits;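 active = inhibition above the screen-wide mean plus 3 SD, computed separately per campaign, cut at about 16% in these data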;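 also: 0% = DMSO wells and 100% = 60 µM geldanamycin wells; inhibitors lower the luminescence because luciferase stays unfolded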
# HSF1 inh = HSF1 inhibition; AID 2098; activity change, negative = inhibition, % at 7.5 µM (by protocol); NIH3T3-HGL HSE-luciferase, MG132-induced, luminescence 8 h; active compounds read low; 300,000 compounds, 0.77% hits;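 active = more than half of replicate wells show activity change below -50%, luminescence cut by over half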;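 also: luciferase reports HSF-1 transcriptional activity via heat shock element; 0% = median of DMSO wells and -100% = zero luminescence signal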
# Platelet DG rel = modulates dense granule release in human platelets. human platelet-rich plasma, SFLLRN dense granule ATP release, luminescence. inhibition, %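 (compounds screened at 7.5 µM in platelet-rich plasma)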. 300,000 compounds, 0.22% hits;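 active = mean replicate score, as percent of positive control, at or above 50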
# KLF5 inh = kruppel-like factor 5 inhibition; DLD-1 KLF5 promoter-luciferase reporter, luminescence; inhibition, % at 5 µM; 290,000 compounds, 0.23% hits;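 active = inhibition above a per-plate limit of that plate's mean compound inhibition plus 3 SD, cut at about 60% in these data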;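 also: 0% = DMSO wells and 100% = LY294002 at 200 µM; higher means less KLF5 promoter-driven luciferase light; inactives centre near -14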
# AI-2 QS mod = Vibrio harveyi AI-2 quorum sensing modulation; activity change, % at 7.5 µM; 300,000 compounds, 0.4% hits; Vibrio harveyi JMH597 AI-2 luminescence/OD600 ratio, 9 h; active compounds read low; strain lacks LuxN and CqsS sensors; 0 = neutral-control median; in the data active = activity change below about -75%, passing the limit was not always enough;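 also: luminescence divided by OD600 gain over 9 h not by final OD600 alone; inactives centre near 13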
# HIF activator = HIF pathway transcriptional activation | U2OS HRE-luciferase reporter, luminescence; normalized: DMSO 0%, desferrioxamine 100% | activation, % at 7.5 µM (by protocol) | 300,000 compounds, 0.32% hits | AID 1910;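 active = mean activation of at least 10% of the iron chelator positive control signal, with at least half of replicates also reaching 10%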
# SKKanGAS inh = SKKanGAS growth inhibition; 300,000 compounds, 1.3% hits; S. pyogenes SKKanGAS, kanamycin growth, BacTiter-Glo, 6 h; inhibition, % at 7.5 µM;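 active = mean replicate score, as percent of positive control median, at least 50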;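 also: strain carries kanamycin resistance gene driven by streptokinase promoter and grows in 40 µg/ml kanamycin; loss of luminescence reflects streptokinase promoter inhibition or plain growth inhibition; 0% = median of DMSO wells and 100% = positive control at its reference dose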
# HSF1 activator = increases HSF-1 driven luciferase reporter signal; NIH3T3-HGL HSF-1 luciferase reporter, MG132, 8 h; 100% = twice DMSO control signal; activation, % at 9 µM; 300,000 compounds, 1.7% hits; AID 504408;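 active = mean replicate activation of at least 50% with a set share of replicates each reaching 50%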;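 also: 0% = median of the neutral control wells and 100% = twice that signal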
# IEC-6 cytotox = kills IEC-6 intestinal cells in KLF5 counter-screen. IEC-6 cytotoxicity, luminescence viability. inhibition, % at 5 µM. 290,000 compounds, 0.78% hits. AID 1825; in the data active = inhibition above about 22%;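 also: 0% = plate median of test compound wells and 100% = cytotoxic reference compound wells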
# * = called active by the depositor; . = no result given.
1: NC(=O)c1nn(-c2ccccc2)nc1NC(=O)CN1CCOCC1
2: Cc1ccc(NCc2ccco2)cc1C
3: CC1CC1C(=O)OCC(=O)Nc1ncc(Cl)cc1Cl (stereo unspecified)
4: Clc1cccc(Cl)c1CSc1nnc2ccccn12
5: CCCn1c(SCC(=O)c2ccc(CC)cc2)n[nH]c1=O
6: O=c1oc2ccccc2cc1-c1ccc(O)cc1O
7: O=C(CNC(=O)c1ccc(Cl)cc1Cl)NCC(=O)Nc1ccccc1N1CCOCC1
8: O=C(Nc1ccccc1)NC1(C(=O)N2CCN(C(=O)c3ccco3)CC2)CCCCC1
9: CCOc1ccc(-c2cc(C(=O)N/N=C/c3cccnc3)c3ccccc3n2)cc1
10: O=C(NNC(=O)C1C2C=CC(C2)C1C(=O)O)c1ccccc1 (stereo unspecified)
Compound	1	2	3	4	5	6	7	8	9	10
aSyn 5UTR inh	-2.1	.	-10.2	-59.4	5.0	-22.4	6.2	2.1	16.5	-11.1
HSP90 refold inh	1.7	-3.7	.	3.8	-1.2	-2.8	-0.8	2.2	5.0	-4.2
HSF1 inh	4.2	.	-7.4	18.7	5.6	-1.8	2.1	7.9	1.3	16.0
Platelet DG rel	-0.8	-4.2	1.2	-13.9	-5.9	13.3	0.5	-2.6	14.0	-12.5
KLF5 inh	-3.7	-40.4	.	-38.1	-20.8	-33.3	3.7	-7.0	5.1	-115.8
AI-2 QS mod	8.6	-4.8	4.0	27.0	20.6	-17.6	8.5	11.9	18.6	10.4
HIF activator	-0.2	.	0.0	0.7	0.1	0.6	0.3	-1.1	1.4	1.8
SKKanGAS inh	14.4	1.0	-6.2	-1.3	9.2	-4.8	-2.8	1.3	4.7	3.2
HSF1 activator	-9.4	.	-1.4	22.2	-10.8	-2.2	6.2	-0.7	20.6	1.8
IEC-6 cytotox	-7.3	3.3	.	-0.8	-3.2	1.3	2.4	1.3	66.2*	7.1

# Next section; the last two above are carried over.
9: CCOc1ccc(-c2cc(C(=O)N/N=C/c3cccnc3)c3ccccc3n2)cc1
10: O=C(NNC(=O)C1C2C=CC(C2)C1C(=O)O)c1ccccc1 (stereo unspecified)
11: CCC1(C)Cc2ccccc2-c2nc3n(c(=O)c21)CCS3 (stereo unspecified)
12: CC(C)C(OC(=O)c1cccs1)C(=O)NCCc1ccccc1 (stereo unspecified)
13: COc1cc(C(=O)NCC2CCCO2)ccc1OCc1ccccc1Cl (stereo unspecified)
14: COc1ccccc1-c1cc(C(F)(F)F)nc(N2CCCCC2)n1
15: COc1ccc(C(=O)OCC(=O)Nc2cc(C)c(C)cc2[N+](=O)[O-])cc1
16: Cc1cnc(C)c(N2CCN(Cc3nc(-c4ccccc4)no3)CC2)n1
17: CCOC(=O)C1CCCN(c2nc3ccccc3nc2C(C#N)C(=O)OCCOC)C1 (stereo unspecified)
18: CN(C(=O)CCCN1CCCC1=O)C1CCCN(Cc2ccccc2F)C1 (stereo unspecified)
19: C=CCNC(=O)CN1CCC(O)(c2ccc(F)cc2)CC1
20: COc1cc(=O)n(C)c2c(O)cccc12
Compound	9	10	11	12	13	14	15	16	17	18	19	20
aSyn 5UTR inh	16.5	-11.1	17.2	18.9	7.9	18.6	-4.1	10.9	-18.4	0.6	12.0	8.2
HSP90 refold inh	5.0	-4.2	5.5	-3.6	-1.5	6.6	1.9	2.1	3.7	1.2	0.5	4.4
HSF1 inh	1.3	16.0	2.2	-2.2	0.2	-5.9	-8.6	-2.8	-0.5	-5.0	-2.3	-0.8
Platelet DG rel	14.0	-12.5	-0.3	0.9	-8.0	-4.6	-8.0	49.6*	0.8	-4.6	-1.3	-1.3
KLF5 inh	5.1	-115.8	1.5	-0.6	-36.3	-11.4	-0.6	-19.5	-33.2	-9.6	-19.3	0.1
AI-2 QS mod	18.6	10.4	17.8	13.1	-26.0	-3.0	13.9	22.5	29.4	16.8	10.5	12.1
HIF activator	1.4	1.8	-0.1	0.1	-6.0	0.1	-0.5	-0.3	0.2	0.2	0.4	0.0
SKKanGAS inh	4.7	3.2	-11.8	1.5	-12.8	-10.1	-22.0	-6.6	-1.7	2.5	-5.8	0.0
HSF1 activator	20.6	1.8	3.2	4.5	12.3	15.8	4.1	0.9	3.1	-11.3	9.0	17.8
IEC-6 cytotox	66.2*	7.1	1.1	-3.3	4.0	4.2	-4.6	-5.3	3.5	-3.8	-0.2	-0.1

21: COc1ccc(CN2CCn3ncc(C(=O)Nc4cccc(C)c4)c3C2=O)cc1
22: COc1cc(OC)c(C(=O)OCC(=O)NCCC2=CCCCC2)cc1OC
23: CC1CN(C(=O)COC(=O)c2ccccc2O)CC(C)O1 (stereo unspecified)
24: OC(COc1ccc(Cl)cc1)CN1CCN(c2ccccc2)CC1 (stereo unspecified)
25: Cc1sc(NC(=O)c2ccco2)c(C(c2ccc(F)cc2)N2CCN(C)CC2)c1C (stereo unspecified)
26: O=c1c(-c2ccc(O)cc2)coc2cc(O)cc(O)c12
27: CN(C)c1ccc(C=Nc2cnn(C)c2C(N)=O)cc1
28: CCCCCn1cnc2sc(CC)cc2c1=O
29: O=C(Nc1ccccc1)c1cc2c(=O)c3ccccc3oc2nc1C(F)(F)F
30: Cc1ccccc1NC(=O)CSc1nc(N)c(C#N)cc1C#N
Compound	21	22	23	24	25	26	27	28	29	30
aSyn 5UTR inh	-59.1	5.6	2.0	7.4	-31.5	-99.2	.	-168.8	-2.3	9.8
HSP90 refold inh	1.0	.	-0.1	39.9*	-1.3	.	-2.5	1.7	2.5	0.5
HSF1 inh	1.2	0.0	1.9	0.6	16.2	20.5	.	34.2	-3.4	4.0
Platelet DG rel	-4.6	3.5	5.4	16.5	-2.8	-0.9	.	12.2	15.3	10.2
KLF5 inh	-40.0	.	-12.1	-11.7	-5.0	.	-5.0	-67.2	15.6	-15.0
AI-2 QS mod	5.5	17.2	22.7	20.2	4.0	-0.9	23.9	26.5	20.5	22.4
HIF activator	0.8	0.1	-0.3	-5.4	0.3	2.8	.	4.0	-0.2	-0.3
SKKanGAS inh	1.5	-2.8	-6.5	-1.3	3.2	-0.1	.	5.9	-8.7	-2.7
HSF1 activator	8.9	8.2	8.3	8.8	31.6	23.2	.	47.4	-10.4	15.6
IEC-6 cytotox	-1.7	.	-6.9	7.8	-6.9	.	-6.6	-3.3	-0.9	-5.8

31: O=C(CSc1nnnn1-c1ccccc1)Nc1ncc(Cc2cccc(Cl)c2Cl)s1
32: COc1ccccc1N1CCN(C(=O)N2CCOCC2)CC1
33: COC(=O)n1c(=O)oc2ccc(S(=O)(=O)N3CCCCC3)cc21
34: Cc1sc(NC(=O)COc2cccc(-n3cnnn3)c2)c(C#N)c1C
35: COc1cc(OC)c(C2CC(=O)N3CN(c4ccccc4)CSC3=C2C#N)cc1OC (stereo unspecified)
36: Cn1c(=O)[nH]c(=O)c2c1nc(N1CCOCC1)n2CC(O)COc1ccccc1 (stereo unspecified)
37: Cc1cc([N+](=O)[O-])ccc1NC(=O)Nc1ccccc1F
38: O=C(CSc1nnc(-c2ccncc2)o1)NC1CCCCC1
39: CCn1cc(/C=C(\NC(=O)c2ccc(OC)c(OC)c2)C(=O)NCCCN2CCOCC2)c2ccccc21
40: Cc1ccc(NC(=O)CN2C(=O)NC3(CCCC3)C2=O)nc1
Compound	31	32	33	34	35	36	37	38	39	40
aSyn 5UTR inh	11.3	5.3	8.4	11.3	8.7	-10.6	-59.8	-8.6	5.9	-2.1
HSP90 refold inh	1.5	2.6	-1.1	-0.2	5.2	-4.2	1.3	2.5	-0.1	.
HSF1 inh	-11.3	-1.5	-0.4	0.2	-0.4	-1.8	16.8	-5.8	-2.9	-2.7
Platelet DG rel	11.9	8.8	-0.6	3.2	-0.3	0.6	1.8	-0.1	2.6	-3.1
KLF5 inh	10.7	-19.6	-6.9	-8.7	-18.4	-2.8	-11.9	16.7	4.0	.
AI-2 QS mod	-0.4	28.2	8.4	9.4	19.3	31.1	22.7	15.5	18.9	4.6
HIF activator	-0.3	-0.3	-0.1	0.5	0.6	-0.2	-0.1	0.1	-4.0	-0.3
SKKanGAS inh	-7.8	-2.6	-5.5	-4.1	4.5	-9.1	-1.3	1.0	-1.3	-8.8
HSF1 activator	-18.2	-9.8	13.5	19.7	-7.7	2.2	12.1	7.8	-2.0	-8.1
IEC-6 cytotox	-6.2	3.9	-8.4	11.6	-4.1	-4.5	4.7	4.1	-1.5	.

# One compound at a time, from the list above. Order of values: aSyn 5UTR inh	HSP90 refold inh	HSF1 inh	Platelet DG rel	KLF5 inh	AI-2 QS mod	HIF activator	SKKanGAS inh	HSF1 activator	IEC-6 cytotox
# O=C(CSc1nnc(-c2ccncc2)o1)NC1CCCCC1 in the list: -8.6	2.5	-5.8	-0.1	16.7	15.5	0.1	1.0	7.8	4.1
# Cc1ccc(NC(=O)CN2C(=O)NC3(CCCC3)C2=O)nc1 in the list: -2.1	.	-2.7	-3.1	.	4.6	-0.3	-8.8	-8.1	.

# Next section.
41: CCOc1nc(NCCN2CCOCC2)nc(NC(C)C)n1
42: CN(C(=O)CSc1nc(C2CC2)nc2ccccc12)c1nc(-c2ccccc2)cs1
43: Cc1cnc(C)c(N2CCN(C(=O)C3CCC(=O)N(CCc4cccc(F)c4)C3)CC2)n1 (stereo unspecified)
44: COc1ccc(CN(C(=O)CNC(=O)c2ccco2)C(C(=O)NCC2CCCO2)c2ccc(OC)c(OC)c2)cc1 (stereo unspecified)
45: CCOC(=O)c1cccc(OS(=O)(=O)Cc2ccccc2)c1
46: Cn1c(SCC(=O)NCc2cccs2)nnc1-c1ccncc1
47: Cc1ccc(NC(=O)C(C)N2CCOCC2)c(C(=O)c2ccccc2)c1 (stereo unspecified)
48: O=C(NCCNc1ccc2ccccc2c1)c1cccn2c(=O)c3sccc3nc12
49: O=C(CN1C(=O)CSC1=O)Nc1ccc(F)c(F)c1F
50: CC1(C)C[C@@H](O)CC2(C1)C[C@]1(C)CC(O)[C@H]2C(C)(C)C1 (stereo partly specified)
Compound	41	42	43	44	45	46	47	48	49	50
aSyn 5UTR inh	-25.1	-13.2	-0.6	-0.9	-63.2	-5.8	22.2	21.6	4.6	10.8
HSP90 refold inh	-2.8	-1.9	-1.8	-3.8	.	2.1	4.4	0.8	-0.1	.
HSF1 inh	0.0	9.2	0.6	-5.9	0.4	-6.4	-1.0	10.2	-7.5	5.0
Platelet DG rel	0.1	2.3	11.7	1.0	2.5	-7.7	0.3	-3.3	3.8	8.6
KLF5 inh	-8.8	1.4	-43.3	-22.6	.	-0.6	-4.5	-11.4	0.0	.
AI-2 QS mod	20.4	3.5	15.8	8.8	4.7	5.2	3.7	19.2	27.6	22.9
HIF activator	1.4	0.3	-0.1	0.4	-0.2	0.5	-0.1	-0.9	-0.1	0.1
SKKanGAS inh	-2.3	20.3	-6.3	9.7	-3.6	0.1	0.8	-5.6	-5.3	3.3
HSF1 activator	-2.1	23.2	-3.5	8.7	-5.9	11.0	-7.6	20.7	-10.4	-8.5
IEC-6 cytotox	-5.8	5.0	4.0	2.4	.	1.6	-1.5	-0.5	6.8	.

# Bioassay records as filed in PubChem.
